HCMV antiviral – qHTS Assay for inhibitors of the human cytomegalovirus (HCMV); HFF cells, HCMV-luciferase reporter, 72 h; hits give low values; activity change, negative = inhibition, % at 57.5 µM; 410,000 compounds, 4.5% hits; in the data active = activity change below about -60%; inconclusive = no clear call, values can overlap the other calls; inactive = above about -39%
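Luciferase read-out from HCMV-luciferase-infected HFFs (MOI 1 PFU/cell) 72 h post infection at 37C; compounds added after 16 h cell attachment; activity normalized between buffer-only basal and Salinomycin (10uM) inhibitor controls.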
Sm TGR block – qHTS Assay for the Inhibitors of Schistosoma Mansoni Peroxiredoxins | Schistosoma mansoni thioredoxin glutathione reductase (TGR), Q962Y6 | purified TGR, DTNB reduction, TNB absorbance 405 nm | Potency, µM (doses to about 114 µM), for inactives: top-dose activity change, negative = inhibition, usual class: inhibitors | 360,000 compounds, 3% hits; note: potency is the fitted concentration of half-maximal effect; nearly all actives have a fitted effect of over 60% in size
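TGR 20 nM + NADPH 100 uM (dispensed conc.), cpd preinc 15 min RT; start with NADPH (500 uM addition) then DTNB (15 mM addition). Kinetic TNB absorbance, 405 nm filter. Four-parameter Hill fit across titration.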
Giardia FBPA inh – qHTS Assay for Inhibitors of Fructose-1,6-bisphosphate Aldolase from Giardia Lamblia; A8B2U2; purified Giardia FBPA; Potency, µM (highest dose often 59.6 µM), inactives show at the top dose activity, negative = inhibition, most hits filed as inhibitors; 290,000 compounds, 0.71% hits; note: potency is the fitted concentration of half-maximal effect; nearly all actives have a fitted effect of over 55% in size
Target sequence (A8B2U2 whole entry, looked up): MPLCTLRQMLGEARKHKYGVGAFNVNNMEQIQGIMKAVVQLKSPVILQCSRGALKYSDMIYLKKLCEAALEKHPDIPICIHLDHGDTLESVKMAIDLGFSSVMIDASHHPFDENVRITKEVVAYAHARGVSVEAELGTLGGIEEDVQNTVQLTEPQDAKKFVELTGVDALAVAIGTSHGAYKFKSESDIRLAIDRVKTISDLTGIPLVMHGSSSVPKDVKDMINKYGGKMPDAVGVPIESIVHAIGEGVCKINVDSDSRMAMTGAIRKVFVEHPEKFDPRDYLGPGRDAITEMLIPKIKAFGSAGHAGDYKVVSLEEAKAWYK
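Giardia FBPA (40 nM reagent) was preincubated 10 min at RT with compound (up to 57.5 uM final), then substrate plus GAPDH/TPI/NAD/arsenate coupling system with diaphorase/resazurin was added; resorufin fluorescence (525/598 nm) was read after 20 min.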
AMA1-RON2 inh – qHTS for Inhibitors of AMA1-RON; Towards Development of Antimalarial Drug Lead: Primary Screen; Plasmodium falciparum AMA1 (3D7) - RON2 peptide interaction; AlphaScreen AMA1-biotinylated RON2 peptide binding; Potency, µM (titrated, usually from 58.2 µM), without a hit: top-dose activity change, negative = inhibition, hits mostly inhibitors; 360,000 compounds, 0.2% hits; AID 720542, 2013;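 note: potency is the fitted concentration of half-maximal effect; 0% = vehicle wells and -100% = peptide control; nearly all actives have a fitted effect of over 45% in size; some results filed as inactive show a strong effect at the top dose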
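AMA1 (3D7) with his tag at 25 nM final met compounds first, then biotinylated RON2 peptide at 25 nM; detection used donor plus acceptor beads, 10 µg/mL apiece, read by AlphaScreen after 30 min at room temperature.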
AmpC inh detg – qHTS Inhibitors of AmpC Beta-Lactamase (assay with detergent) | P00811 | AmpC hydrolysis of nitrocefin, absorbance 480 nm, 0.01% Triton | Potency, µM (titrated, usually from 114 µM), for the others: at the highest dose activity change, negative = inhibition, hits mostly inhibitors | 370,000 compounds, 0.041% hits;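 note: potency is the fitted concentration of half-maximal effect; 0% = no-compound wells and -100% = no-enzyme wells; nearly all actives have a fitted effect of over 25% in size; some results filed as inactive show a strong effect at the top dose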
Target sequence (P00811 whole entry, looked up): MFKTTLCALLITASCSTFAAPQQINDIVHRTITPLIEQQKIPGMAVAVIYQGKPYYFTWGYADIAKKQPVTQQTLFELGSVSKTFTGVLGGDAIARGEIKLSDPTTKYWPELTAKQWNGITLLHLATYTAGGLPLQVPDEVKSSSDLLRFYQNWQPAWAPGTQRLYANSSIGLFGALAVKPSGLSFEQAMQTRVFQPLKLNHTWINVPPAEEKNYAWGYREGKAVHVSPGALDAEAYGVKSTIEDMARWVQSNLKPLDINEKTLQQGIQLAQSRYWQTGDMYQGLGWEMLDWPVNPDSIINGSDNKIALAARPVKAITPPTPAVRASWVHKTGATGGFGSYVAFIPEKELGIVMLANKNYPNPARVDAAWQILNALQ
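20 mM phosphate pH 7.0 + 0.01% (detergent screen) or 0.0001% Triton X-100; 5.3 nM AmpC reagent; cpd preinc 15 min RT; nitrocefin (800 uM stock) to start; A480 q20 s × 4 min; Activity was normalised to no-enzyme and no-compound control wells.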
HCV inhibitor – qHTS Assay for Inhibitors of Hepatitis C Virus (HCV). Huh7.5.1 HCVcc-Cre infection, luciferase reporter, 44 h. AID 651820, 2012. Potency, µM (titrated, usually from 41.8 µM), without a hit: top-dose activity change, negative = inhibition, actives largely listed as inhibitors. 340,000 compounds, 3.4% hits; note: potency is the fitted concentration of half-maximal effect
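Luciferase read-out (15 sec integration) after a 15 min room-temperature substrate step quantifies HCVcc-Cre infection. Cells, 1,000 per well, had compound added 4 h post-plating, then virus at ~0.5 moi, and were cultured 44 h.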
* hit, by the source's call; ? = inconclusive; / = no result given; [ ] = remark or other dose. Unless noted, calls come from the whole dose curve; as a rule, active = well fitted curve in the direction sought with a large enough effect; inconclusive = small, poorly fitted or top-dose-only effect, or another doubt; inactive = no such curve, though single readings can be large; an effect the other way counts as inactive or inconclusive. Unless noted, % is set by controls: 0 for no effect and ±100 for the full control effect.

smiles | HCMV antiviral | Sm TGR block | Giardia FBPA inh | AMA1-RON2 inh | AmpC inh detg | HCV inhibitor
Cc1ccc(NC(=O)CSc2ccc3nnc(-c4cccnc4)n3n2)cc1 | 28 | -19% | / | 5% | -1% | -3%
C[C@@H]1NC(=O)c2cc([N+](=O)[O-])cc(I)c2NCCCC[C@@H](C(N)=O)NC(=O)[C@H](CC(N)=O)NC1=O | / | -27% | -10% | -2% | -20% | 3%
CCC/C=N/NC(=O)c1ccccc1O | -29 | 16% | -6% | 83%[activator] | 0% | -2%
Cc1cc(C)n(-c2nc3ccccc3nc2Nc2ccc(Cl)cc2Cl)n1 | 120 | 0% | / | / | 4% | /
O=C(NC(=S)Nc1ccccc1C(=O)O)c1ccc2ccccc2c1 | -7 | ? | ? | 52%[activator] | 5% | 7%
Cn1c(SCC(=O)O)nc2sc3c(c2c1=O)CCC3 | 89 | 0% | 2% | 11% | -15% | 20%
Cc1cccc2c1N(CC(=O)OC(C)C)C(=O)C2=O | -39 | 0% | -18% | -4% | -1% | 7%
CCOC(=O)c1c(NC(=S)NC)sc2c1CC(C)(C)SC2 | -15 | 10µM* | 1% | 52%[activator] | -4% | ?
COc1ccccc1NC(=O)Cc1nnc(SCC(=O)NC2CCCCC2)n1C | 3 | 2% | 15% | -10% | 0% | 1%
Cc1nc(C)c(C(=O)O)s1 | -3 | 0% | 0% | 18% | -10% | 2%
CCn1cc(C(=O)O)c(=O)c2cnc(N3CCN(C(=S)NC(=O)c4ccccc4)CC3)nc21 | -15 | -13% | ? | 55%[activator] | -9% | -2%
Cc1nc2ccc(Br)cc2c2c1CC(CBr)O2 (configuration not stated) | 1 | -9% | 8% | 27% | -10% | ?
CN(C(=O)COC(=O)/C=C/c1cccs1)C1CCCCC1 | ? | / | / | 11% | / | -2%
COc1ccc(C(=O)CCC(=O)NCCc2c[nH]c3ccccc23)cc1 | -104* | -9% | 0% | -6% | -8% | 8%
COc1cc(S(=O)(=O)Nc2ccccc2C)ccc1Cl | 14 | 9% | 0% | 0% | -7% | 6%
Cc1ccc(C)c(S(=O)(=O)Nc2cc(SCC(=O)O)c(O)c3ccccc23)c1 | / | 3.5µM* | 2.2µM* | -19% | ? | ?
CCCOc1ccc(C2/C(=C(\O)c3c(C)[nH]c(C(=O)OC)c3C)C(=O)C(=O)N2CCN(C)C)cc1 (configuration not stated) | 21 | -32% | -4% | 6% | ? | 16%
COCCNC(=O)CCCn1c(=O)c2cc(OC)c(OC)cc2n(CC(=O)c2ccc(Cl)cc2)c1=O | -25 | -20% | 5% | / | ? | /
O=C(O)c1ccc(NC(=O)c2ccccc2NC(=O)c2cccc(Br)c2)cc1 | -34 | -24% | -3% | -3% | -8% | -18%
CCn1c(=O)n(CC(=O)N(C)Cc2ccccc2)c(=O)c2ccccc21 | 23 | -2% | 1% | 14% | ? | -5%
O=S(=O)(c1cccc(COc2c(Cl)cccc2Cl)c1)N1CCOCC1 | -24 | 16% | / | 0% | 3% | ?
COc1ccc(-c2nc(NC(=O)c3ccc(OCC(=O)N4CCOCC4)c(OC)c3)sc2C)cc1 | ? | -16% | -3% | -26% | ? | ?
O=C(CSc1nc2ccccc2[nH]1)Nc1nc(-c2cccc(Br)c2)cs1 | -28 | -3% | 5% | 9% | -4% | 10%
N#Cc1c(NC(=O)c2nc3ncccn3n2)sc2c1CCCCC2 | 7 | -3% | ? | 3% | -2% | 7%
COCCN1C(=O)c2oc3cc(C)c(C)cc3c(=O)c2C1c1ccc(O)cc1 (configuration not stated) | -21 | / | / | -3% | / | 2%
S=C1Nc2ccccc2Sc2ccccc21 | -36 | -11% | -10% | 48%[activator] | 1% | -9%
Cc1ccccc1-n1nnnc1SCc1ncc(-c2ccccc2)o1 | -10 | ? | -10% | -5% | -11% | -22%
O=C(COc1ccccc1Cl)Nc1cc(NC(=O)COc2ccccc2Cl)cc(C(=O)O)c1 | 11 | -1% | 17% | -2% | 3% | 12%
CCCCCCCCn1c2c(c(=N)c3ccccc31)CCC2 | -97* | 9% | -4% | 2% | -6% | 2.8µM*
CN(Cc1ccccc1)Cc1c(F)cccc1F | -13 | 8% | -24% | -21% | -3% | -1%
O=C(CSc1ccc2nnc(-c3ccccn3)n2n1)Nc1ccc(F)cc1 | 35 | -9% | / | -14% | 1% | -3%
Cc1nc2ccc(NC(=O)c3nn(CC(C)C)c(=O)c4ccccc34)cc2s1 | -62* | -19% | 0% | -3% | -14% | 6%
O=C1CC(c2ccc(S(=O)(=O)Nc3cc(C(F)(F)F)cc(C(F)(F)F)c3)cc2)CN1 (configuration not stated) | 56 | 2% | 27% | 7% | 8% | 5%
CCOc1ccc(NC(=O)c2nc3nc(C)cc(C(F)F)n3n2)cc1 | -5 | -8% | / | / | 22% | /
O=C(Nc1ccc(C2CCCCC2)cc1)C1CCN(c2ncccn2)CC1 | -11 | -3% | 1% | 9% | 3% | 1%
Cc1nc(Cl)c(C(=O)NC(=O)Nc2cccc(C(F)(F)F)c2)c(C)c1[N+](=O)[O-] | -39 | -26% | 2% | -37% | -5% | -8%
CCCCCC(=O)Nc1cc(S(=O)(=O)N2CCCCC2)ccc1N1CCCCC1 | -18 | / | / | 4% | / | ?
CSCCC(NC(=O)C1CCC(C)CC1)C(=O)Nc1ccc(NC(C)=O)cc1 (configuration not stated) | ? | 5% | 4% | 13% | -2% | -22%
CCOC(=O)C1CCN(C(=O)CCNS(=O)(=O)c2ccc3c(c2)CCN3C(=O)CC)CC1 | -25 | 2% | 5% | 4% | 2% | -6%
Cc1ccc(S(=O)(=O)CCC(=O)OCC(=O)c2c(C)[nH]c3ccccc23)cc1 | -8 | -4% | 4% | -16% | 5% | 24%
Cc1cc(NS(=O)(=O)c2ccc(NC(=O)COc3ccccc3Cl)cc2)no1 | 1 | -10% | 22% | -14% | -9% | 5%
COc1ccc(-c2nc(C)sc2CC(=O)O)cc1OC | -24 | -1% | 5% | -3% | 2% | 18%
CCOC(C(=O)OCCC[N+](C)(CC)CC)(c1ccccc1)c1ccccc1 | -1 | 3% | 3% | -3% | 1% | -3%
CC(C)(C)NC(=O)C(c1ccncc1)N(C(=O)c1csnn1)c1cccc2ccccc12 (configuration not stated) | -24 | / | 4% | 1% | -12% | 17%
COc1ccc(CNS(=O)(=O)NCc2ccccc2)cc1 | 2 | -1% | 2% | 6% | -4% | 27%
Cc1cccc(NC(=O)c2ccc(-n3c(C)nnc3C)cc2)c1 | 18 | 10% | / | / | 8% | /
COC(=O)c1cc2sc(Cl)cc2n1CC(=O)N1CCCc2ccccc21 | / | -8% | -4% | -2% | ? | -9%
Cc1ccc2c(c1)NC(=O)C(CC(=O)O)O2 (configuration not stated) | 28 | -1% | 0% | -7% | ? | 25%
CCN(Cc1ccccc1)C(=O)c1c(C)oc2ncn(C)c(=O)c12 | -4 | 11% | / | / | 3% | /
O=C1/C(=C\c2ccccn2)SC(=S)N1c1ccc(S(=O)(=O)Nc2nccs2)cc1 | 21 | 0% | ? | -3% | -5% | 12%
Cc1ccccc1N=Cc1cc2c(cc1[N+](=O)[O-])OCO2 | -13 | -1% | -22% | -1% | -9% | 29%
Cc1cccc(N2C(=O)c3cccc(Oc4ccc(Cl)cc4)c3C2=O)c1 | -3 | -3% | -1% | 10% | -14% | -1%
CCCCC1=CC2=C(c3ccco3)C(=O)C(C)(OC(=O)c3ccc(OC)cc3)C(=O)C2=CN1CCc1ccccn1 (configuration not stated) | 15 | ? | ? | 0% | -1% | 6%
CCn1cc(Br)c(C(=O)Nc2nccs2)n1 | -20 | / | -6% | 0% | 0% | ?
Cc1cc(C)nc(NCc2ccc(Cl)cc2)n1 | -15 | 27% | 5% | -11% | ? | 7%
COc1c(F)c(F)c(C(=O)O)c(Nc2ccc(C)cc2)c1F | -9 | -2% | ? | -1% | -9% | 7%
CN(c1ccc(C(=O)N2CCN(Cc3ccc4c(c3)OCO4)CC2)cc1)S(C)(=O)=O | 1 | 22% | 4% | -5% | 1% | -18%
O=C(C1=C(O)C(=O)N(CCN2CCOCC2)C1c1ccc([N+](=O)[O-])cc1)c1cc2ccccc2o1 (configuration not stated) | / | ? | / | 1% | -8% | 2%
Cc1c(NC(=O)c2ccc3ncccc3c2)c(=O)n(-c2ccccc2)n1C | 22 | 17% | -11% | -10% | ? | 4%
O=C1CC(c2ccccc2)CC(O)=C1C=NC1CCCCCC1 (configuration not stated) | 10 | -5% | -27% | -1% | 1% | -8%

Some entries already given, limited to HCMV antiviral, AMA1-RON2 inh and Giardia FBPA inh.
| compound | HCMV antiviral | AMA1-RON2 inh | Giardia FBPA inh |
| --- | --- | --- | --- |
| COc1ccc(CNS(=O)(=O)NCc2ccccc2)cc1 | 2 | 6% | 2% |
| Cc1cccc(NC(=O)c2ccc(-n3c(C)nnc3C)cc2)c1 | 18 | / | / |
| COC(=O)c1cc2sc(Cl)cc2n1CC(=O)N1CCCc2ccccc21 | / | -2% | -4% |
| Cc1ccc2c(c1)NC(=O)C(CC(=O)O)O2 (configuration not stated) | 28 | -7% | 0% |
| CCN(Cc1ccccc1)C(=O)c1c(C)oc2ncn(C)c(=O)c12 | -4 | / | / |

Further entries.
smiles | HCMV antiviral | Sm TGR block | Giardia FBPA inh | AMA1-RON2 inh | AmpC inh detg | HCV inhibitor
CC(C)C(=O)N1CCN(c2nc(-c3ccccc3)c3c(c2C#N)CCCC3)CC1 | ? | 0% | 4% | 5% | ? | 6.3µM*
Nc1c(C(=O)c2ccc(Cl)cc2)sc2nsc(SCCN3CCOCC3)c12 | -15 | -18% | ? | 14% | -5% | ?
COc1ccccc1N=c1oc2cc(O)ccc2cc1C(N)=O | -36 | 0% | 10% | 4% | -4% | 5%
Cc1cc(=O)n2c3ccccc3n(CC(O)CN3CCN(CCO)CC3)c2c1C#N (configuration not stated) | -17 | 5% | 2% | -4% | 0% | ?
O=C(c1ccc(-c2ccccc2)cc1)N1CCCC1 | 8 | -8% | 0% | 14% | -12% | -20%
COc1ccc(CNC(=O)c2ccc3c(c2)N(Cc2ccccc2)C(=O)c2ccccc2S3=O)cc1 (configuration not stated) | 0 | 1% | / | / | -11% | /
COc1ccc(/C=N/NC(=O)Cn2nc([N+](=O)[O-])cc2C)c(OC)c1OC | 5 | 16% | 4% | -3% | 3% | -4%
COc1ccc(Cl)cc1NC(=O)c1cc(=O)c2cc(C)cc(C)c2o1 | 10 | -3% | / | / | 12% | /
CCN1C(=O)[C@@H]2[C@@H](c3ccc(-c4ccc(C(C)=O)cc4)c(OC)c3)N3CCC[C@@]3(C(=O)OC)[C@@H]2C1=O | -6 | ? | / | -17% | -1% | -6%
CSc1nncn1/N=C/c1cc(Cl)ccc1F | -27 | -28% | 2% | -1% | 3% | 4%
CCc1ccc(C(C(=O)NC2CCCCC2)N(C(=O)c2csnn2)C2CC2)cc1 (configuration not stated) | -28 | -4% | 12% | -1% | -9% | -1%
